USP7 inh: inhibitors of human USP7 deubiquitinase | purified USP7, Ub-rhodamine cleavage fluorescence | inhibition, % at 20 µM | 47,000 compounds, 0.3% hits
OTUD3 inh: inhibitors of human OTUD3 deubiquitinase. purified OTUD3, Ub-rhodamine fluorescence, 2 h. inhibition, % at 25 µM. 47,000 compounds, 0.7% hits. AID 1645858
UCHL1 inh: human UCHL1 deubiquitinase inhibition | 47,000 compounds, 0.2% hits | purified UCHL1, Ub-rhodamine cleavage fluorescence | AID 1645859 | P09936 | inhibition, % at 20 µM
Target sequence (P09936 whole entry, looked up): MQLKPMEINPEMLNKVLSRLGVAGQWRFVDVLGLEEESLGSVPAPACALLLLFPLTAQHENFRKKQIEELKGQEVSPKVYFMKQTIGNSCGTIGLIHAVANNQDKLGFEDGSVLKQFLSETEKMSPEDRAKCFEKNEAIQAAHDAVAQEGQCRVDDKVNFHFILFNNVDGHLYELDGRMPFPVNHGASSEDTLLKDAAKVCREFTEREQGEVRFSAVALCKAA
USP30 inh: blocks human USP30 ubiquitin-rhodamine cleavage | Q70CQ3 | AID 1645860 | purified USP30, Ub-rhodamine cleavage fluorescence | 47,000 compounds, 5.3% hits | inhibition, % at 25 µM
USP8 inh: inhibitors of human USP8 deubiquitinase | P40818 | purified USP8, Ub-rhodamine cleavage fluorescence, 30 min | inhibition, % at 20 µM | 47,000 compounds, 4.2% hits | AID 1645853
USP10 inh: blocks human USP10 ubiquitin-rhodamine cleavage. purified USP10, Ub-rhodamine fluorescence, 60 min. 47,000 compounds, 1.1% hits. inhibition, % at 20 µM. AID 1645856
Target sequence (Q14694 whole entry, looked up): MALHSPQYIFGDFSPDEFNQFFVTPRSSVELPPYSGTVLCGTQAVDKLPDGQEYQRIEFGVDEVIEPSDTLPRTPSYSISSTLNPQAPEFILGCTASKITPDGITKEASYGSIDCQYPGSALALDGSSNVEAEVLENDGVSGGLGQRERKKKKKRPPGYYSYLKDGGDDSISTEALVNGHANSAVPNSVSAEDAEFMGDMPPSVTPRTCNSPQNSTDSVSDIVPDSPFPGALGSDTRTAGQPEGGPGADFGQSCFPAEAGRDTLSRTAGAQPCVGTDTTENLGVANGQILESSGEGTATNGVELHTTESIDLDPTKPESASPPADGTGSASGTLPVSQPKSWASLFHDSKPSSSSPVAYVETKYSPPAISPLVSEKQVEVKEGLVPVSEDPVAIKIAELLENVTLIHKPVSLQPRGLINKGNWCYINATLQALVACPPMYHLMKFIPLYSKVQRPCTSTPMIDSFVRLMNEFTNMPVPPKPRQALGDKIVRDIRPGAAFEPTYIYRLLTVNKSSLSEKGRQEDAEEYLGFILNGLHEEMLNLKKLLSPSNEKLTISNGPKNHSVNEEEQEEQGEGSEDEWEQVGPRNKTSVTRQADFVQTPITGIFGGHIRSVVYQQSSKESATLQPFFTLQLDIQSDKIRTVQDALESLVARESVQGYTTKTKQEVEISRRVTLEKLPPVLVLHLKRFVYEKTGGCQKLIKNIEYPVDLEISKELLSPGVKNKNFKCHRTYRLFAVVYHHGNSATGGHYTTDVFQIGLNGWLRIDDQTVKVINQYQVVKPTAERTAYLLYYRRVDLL
USP28 block: blocks human USP28 ubiquitin-rhodamine cleavage; purified USP28, Ub-rhodamine cleavage fluorescence, 30 min; inhibition, % at 25 µM; 47,000 compounds, 3% hits
USP17 block: inhibitors of human USP17 deubiquitinase. 47,000 compounds, 6.5% hits. purified USP17, Ub-rhodamine cleavage fluorescence, 3 h. inhibition, % at 50 µM
* = called active by the depositor; i = inactive; x = no result given. No stated cut-off is given here; in the data, active means inhibition above about 30%; inactive means the rest.

USP7 inh,OTUD3 inh,UCHL1 inh,USP30 inh,USP8 inh,USP10 inh,USP28 block,USP17 block,Compound
3,7,0,-1,0,-2,15,12,CCn1cc(CN2C[C@@H](O)[C@H](NC(=O)c3ccccn3)C2)c(C)n1
-3,-6,-1,-6,-4,2,-13,0,O=C(Nc1ccccc1)N1CCC2(CC1)NC(=O)N(CCc1ccccc1)C2=O
-2,-2,-2,-5,-4,-2,-5,-2,COc1ccc(C(=O)N2CCc3cc4ccccc4nc32)cc1OC
-13,-41,-18,-151,-27,-7,-53,-44,CCN(Cc1ccncc1)[C@@H]1CN(S(=O)(=O)N(C)C)C[C@H]1O
4,11,6,0,-22,-1,4,-2,COCCN1CCCC12CCN(C(=O)c1ccccc1F)CC2
-4,-6,-2,1,4,0,0,-11,Cc1ccc(-c2nc(CCN(C)C(=O)c3cccc(F)c3)no2)cc1
-98,45*,41*,73*,14,31*,53*,81*,CCCCCC1OC(=O)c2c(C)cccc2Oc2ccc(O)c(C=O)c2/C=C/C1O (stereo not drawn)
-10,0,-2,0,0,0,0,-1,COc1ccc2[nH]c(=O)c(CN(CCCN3CCOCC3)C(=O)NCc3ccccc3)cc2c1
58*,0,13,-34,84*,47*,-11,61*,COc1ccc(Cl)cc1NC(=O)c1cc(-c2ccccn2)n[nH]1
-69,-15,-4,0,-16,-8,-4,13,O=C1COc2ccc(C(=O)CSc3nnc(-c4cccc(S(=O)(=O)N5CCOCC5)c4)n3C3CCCC3)cc2N1
0,-6,-1,-16,-8,0,-11,-8,Cc1ccc(S(=O)(=O)N2C(=O)CCC2C(=O)N2CCN(c3ccccn3)CC2)cc1 (stereo not drawn)
-9,-27,-9,-145,-9,-7,-23,-3,O=C(CN1CCC(S(=O)(=O)c2ccc(-c3cccs3)cc2)CC1)c1ccc(F)cc1
-9,-24,-12,-71,-20,-3,-13,7,Cc1cc(F)ccc1NC(=O)CCc1nnc(C(=O)Nc2ccccc2)s1
1,10,0,33*,14,-5,8,40*,CCc1ccc(NC(=O)Cn2c(N3CCOCC3)nc3cc(C)n(C)c3c2=O)cc1
2,10,0,15,11,2,9,5,COc1ccc(N2CC(C(=O)NCc3nc(C)no3)CC2=O)cc1 (stereo not drawn)

Other results:
USP7 inh,OTUD3 inh,UCHL1 inh,USP30 inh,USP8 inh,USP10 inh,USP28 block,USP17 block,Compound
0,7,2,0,-75,-1,0,-10,CC(C)NC(=O)NC1CC2(CCN(Cc3ccc(O)cc3)CC2)Oc2ccccc21 (stereo not drawn)
0,-3,-1,1,-2,1,2,64*,CC(=O)Nc1ccc(-n2cnc(C(=O)NCc3ccc(C)cc3)c2)nc1
-3,-8,-3,-37,0,-2,-6,2,CN(C)c1cccc(C(=O)OCC(=O)N2CC(=O)Nc3ccccc32)c1
1,4,-2,-13,7,-4,2,-3,Cc1onc(-c2cccnc2)c1C(=O)NCCCN1CCCC1
-6,1,1,-21,13,-5,0,-9,O=C(Cn1cnc2onc(-c3ccccc3F)c2c1=O)NCCc1ccccc1
-5,-12,-4,-8,66*,-2,-20,6,Cc1ccc2ccc3c(c2n1)OC(N)=C(C#N)C3c1ccncc1 (stereo not drawn)
-1,3,-1,5,-15,-1,-3,8,Cc1nc2nc(NCc3ccc(Cl)cc3)[nH]n2c(=O)c1CCC(=O)N1CCC(C)CC1
-2,2,0,0,2,0,-2,2,O=C1CC(c2nc(-c3ccc(N4CCOCC4)cc3)no2)CN1C1CCCC1 (stereo not drawn)
0,10,1,3,-198,-1,2,-23,CSc1ccccc1NC(=O)c1nnn2cc(C)[nH]c(=O)c12
-4,3,-1,-3,0,-1,0,9,O=C(c1c(F)cccc1F)N1CCC(c2nc(-c3ccncc3)no2)CC1
4,11,1,14,17,-2,6,6,CC(=O)N1[C@@H](CNC(=O)c2ccnn2C)C[C@@]2(C)[C@@H](O)CCCC[C@@H]12
-2,-3,-2,-33,0,1,-2,-4,O=C(Cc1cccs1)N1CCN(S(=O)(=O)c2ccc(F)cc2)CC1
9,-11,1,-93,8,12,-24,-8,COc1ccccc1NC(=O)c1[nH]nc2c1COc1ccccc1-2
0,-3,-2,-8,-26,-1,-11,-8,CNc1nc2c(c(=O)n1Cc1ccccc1)CCN(C(=O)NCC(=O)O)C2
2,3,5,14,3,1,5,-17,CCOc1cc(CNc2ccc(N3CCOCC3)c(C(=O)O)c2)ccc1OC

(further entries)
USP7 inh,OTUD3 inh,UCHL1 inh,USP30 inh,USP8 inh,USP10 inh,USP28 block,USP17 block,Compound
-33,-7,-2,-4,-4,0,-9,-4,Cc1cc(Cl)ccc1NC(=O)CCN1C(=O)c2cccnc2Sc2ccccc21
-3,-15,-6,-40,-13,-8,-27,-10,Cn1c(=O)c2c(C(=O)Nc3ccc(Cl)cc3)cc(=O)n(C)c2n(C)c1=O
3,3,4,6,-17,0,3,7,COc1ccc(CC(=O)Nc2ccc(-c3cn4ccsc4n3)cc2)cc1OC
-21,-1,3,-4,-4,4,-6,0,O=C(CSc1ccccc1)N(CCN1CCOCC1)c1nc2ccccc2s1
-44,1,3,7,-8,5,0,4,COc1ccc(C2=NS(=O)(=O)N(C)C(C(=O)NCc3ccc(F)cc3)=C2)cc1
-4,-8,-3,-5,-1,-7,0,-11,COc1ccccc1N=C1N=C(Nc2ccccc2OC)c2ccccc21
0,10,-1,32*,21,-1,12,16,O=C(O)CC1(CC(=O)NCc2ccc(C(F)(F)F)cc2)CCCCC1
-5,-9,-4,-12,-14,-1,-13,-11,COc1ccc(C2c3[nH]c4ccccc4c3C[C@@H]3C(=O)N(CCN4CCOCC4)CC(=O)N23)cc1OC (stereo partly drawn)
-9,19,6,19,18,10,11,17,Cc1nc2c(-c3ccccc3)cnn2c(NCCc2ccccc2)c1C
1,-15,0,-60,-5,-2,-9,-7,COc1cc(C2CC(=O)c3cnc(N4CCc5ccccc54)nc3C2)cc(OC)c1OC (stereo not drawn)
0,11,0,21,-4,-1,6,4,COc1ccccc1-c1nc2ccccc2n1C1CCN(CC(N)=O)CC1
2,9,0,7,7,-6,9,1,CCNC(=O)N1CCCC(c2cccc(C(=O)NCc3cccc(F)c3)c2)C1 (stereo not drawn)
-6,-19,-5,-40,-10,-1,-16,-9,CC(C)(C)N(Cc1ccccc1)C(=O)CN1C(=O)c2ccccc2S1(=O)=O
1,12,0,33*,0,4,6,4,Cc1ccc(NC(=O)N2CCC(c3nc(C(=O)N4CCCC4)c(C)o3)CC2)cc1
1,2,1,-1,0,0,5,2,Cc1ccccc1N1CCN(C(=O)c2csc(C(=O)NC3CC3)n2)CC1

(more compounds)
USP7 inh,OTUD3 inh,UCHL1 inh,USP30 inh,USP8 inh,USP10 inh,USP28 block,USP17 block,Compound
1,-1,-3,34*,13,5,0,37*,O=C(Nc1ccc(S(=O)(=O)N2CCOCC2)cc1)c1oc(=O)c2ccccc2c1-c1ccccc1
0,-8,-1,-9,0,0,-2,2,CC(=O)N1CC(C)Oc2ccc(S(=O)(=O)Nc3ccccc3Cl)cc21 (stereo not drawn)
-10,-21,-8,-76,-5,-6,-25,-23,O=C(CCc1ccc(S(=O)(=O)N2CCOCC2)cc1)NC1CCCc2ccccc21 (stereo not drawn)
2,4,5,-81,5,8,9,-17,O=C(CSc1nc2ccccc2n1S(=O)(=O)c1ccc(Cl)cc1)NCCc1ccccc1
-4,12,2,14,14,0,16,16,Cc1ccsc1C(=O)NC1(c2nc(-c3cnccn3)no2)CCCCC1
10,6,2,17,31*,8,0,7,Cc1cccc(-n2nnc3c(=O)n(CC(=O)Nc4ccc5c(c4)OCO5)cnc32)c1
-6,4,1,x,-9,-5,x,-10,Cc1ccc(-c2n[nH]c3c2CN(C(=O)c2cccn2C)CC3)cc1
-8,0,5,-32,18,-1,8,23,COc1ccc(CO)c2nc3cccc(C(=O)O)c3nc12
-7,-1,0,-4,-2,2,-1,-4,COc1ccc(CN2CCCC(c3ncc(Cl)cc3S(C)(=O)=O)C2)cc1O (stereo not drawn)
4,0,4,31*,10,12,16,-3,COc1ccccc1NC(=O)Nc1ccc2sc(NC(=O)C3CCCCC3)nc2c1
3,5,0,7,17,11,1,11,O=C(NCc1cc(F)cc(F)c1)c1c(O)c2cnn(Cc3ccccc3)c2[nH]c1=O
-4,0,-3,4,6,0,-1,6,O=C(O)c1sccc1OCc1ccc(Cl)cc1
2,9,-3,-9,-73,-5,7,-4,O=C(Nc1cccc(F)c1)C1=NOC2(CCCNC2)C1 (stereo not drawn)
5,5,0,0,6,0,5,8,Cc1ccc(-c2cc(CC3(C(=O)O)CCCN(C(=O)C4CC4)C3)on2)cc1 (stereo not drawn)
-9,13,-1,1,20,-1,1,7,CC1CCc2c(cnc3c(C(=O)NCc4cccs4)cnn23)C1 (stereo not drawn)

Additional compounds.
USP7 inh,OTUD3 inh,UCHL1 inh,USP30 inh,USP8 inh,USP10 inh,USP28 block,USP17 block,Compound
2,8,1,7,15,4,10,7,Cc1ccc(Sc2cnc(N)nc2C)cc1
4,-12,-1,-58,-13,-7,-12,-21,CC(C)[C@@](O)(C(=O)OC[C@@H]1CCN2CCC[C@@H]12)[C@@H](C)O
0,4,0,0,13,-4,4,10,Cc1cc(NS(=O)(=O)c2ccc(NC(=O)COc3cccc4c3OC(C)(C)C4)cc2)nc(C)n1
0,-13,-5,-32,-119,-1,-16,-35,Cc1cnc(N2CCC3(CC2)[C@@H]2CN(Cc4cccnc4)C[C@@H]2C(=O)N3C)nc1
-3,-5,2,-58,-24,-6,-8,5,COc1ccc(OC)c(C2c3[nH]c4ccccc4c3C[C@@H]3C(=O)N(CCCn4ccnc4)CC(=O)N23)c1 (stereo partly drawn)
2,-6,-1,-7,8,6,-4,-10,N#Cc1ccc(NC(=O)NC(C(F)(F)F)C(F)(F)F)cc1
-6,-3,-4,-27,0,-5,-12,-6,Cc1n[nH]c(C)c1S(=O)(=O)N1c2ccccc2CC1C (stereo not drawn)
-5,-9,-4,0,-8,1,-6,x,CCc1ccc(N2CC(c3noc(-c4ccccn4)n3)CC2=O)cc1 (stereo not drawn)
-33,1,5,75*,3,3,1,3,O=C(Cn1cc(S(=O)(=O)Cc2ccc(Cl)cc2)c2ccccc21)N1CCCCC1
1,-4,0,0,1,-4,56*,-4,COc1ccc(NC(=O)c2nnn(-c3ccccc3)c2C)cc1OC
0,-1,0,-7,-48,1,2,-2,COc1ccc(CSc2nc3ccccc3[nH]2)cc1OC
5,-15,-2,-46,-90,-7,0,-40,O=C(Nc1ccncc1)C1Cn2ccnc2C2(CCN(C(=O)C3CC3)CC2)O1 (stereo not drawn)
4,2,0,22,11,2,4,7,COc1ccccc1Nc1ncnc2c1nnn2C
-2,5,1,17,16,0,7,0,Cn1c(=O)c2ccc(C3CCCCN3S(=O)(=O)N3CCCC3)nc2n(C)c1=O (stereo not drawn)
1,2,0,10,0,-1,2,8,CN1C[C@@]23CN(C(=O)c4cccc(Cl)c4)C[C@@H](C[C@@H]2S1(=O)=O)O3

Arranged by the number under USP8 inh (ascending): 6 of the compounds above.
USP7 inh,OTUD3 inh,UCHL1 inh,USP30 inh,USP8 inh,USP10 inh,USP28 block,USP17 block,Compound
0,-1,0,-7,-48,1,2,-2,COc1ccc(CSc2nc3ccccc3[nH]2)cc1OC
4,-12,-1,-58,-13,-7,-12,-21,CC(C)[C@@](O)(C(=O)OC[C@@H]1CCN2CCC[C@@H]12)[C@@H](C)O
-5,-9,-4,0,-8,1,-6,x,CCc1ccc(N2CC(c3noc(-c4ccccn4)n3)CC2=O)cc1 (stereo not drawn)
1,-4,0,0,1,-4,56*,-4,COc1ccc(NC(=O)c2nnn(-c3ccccc3)c2C)cc1OC
4,2,0,22,11,2,4,7,COc1ccccc1Nc1ncnc2c1nnn2C
2,8,1,7,15,4,10,7,Cc1ccc(Sc2cnc(N)nc2C)cc1

Next section.
USP7 inh,OTUD3 inh,UCHL1 inh,USP30 inh,USP8 inh,USP10 inh,USP28 block,USP17 block,Compound
0,-2,-3,-2,3,0,-7,-3,O=c1cc(CCC2CN(Cc3ncccc3F)CCO2)nc[nH]1 (stereo not drawn)
-34,-223,-34,i,-217,-6,-236,-168,CCc1nc(-c2cc(C(=O)N3CCOCC3)c3ccccn23)cs1
2,6,1,7,1,-1,17,9,O=S(=O)(NCCc1ccccn1)c1ccc(-c2ccccn2)s1
4,4,1,4,8,-1,5,8,CCC12CN3CC(CC)(CN(C1)C3c1ccc(OCc3ccccc3)cc1)C2=O (stereo not drawn)
3,16,2,13,14,4,4,16,O=C(O)c1c(C(=O)O)c(-c2ccc(F)cc2)n2c1CCC2
1,-5,3,-3,3,0,-6,-3,COc1ccc(CNC(=O)Cc2c(C)n[nH]c2C)c(OC)c1
4,6,1,17,15,0,3,10,Cc1nc(Nc2ncccn2)cc(C2CCCN2C(=O)c2cccnc2)n1 (stereo not drawn)

Reformatted: results already given
Below each SMILES – USP7 inh, OTUD3 inh, UCHL1 inh, USP30 inh, USP8 inh, USP10 inh, USP28 block, USP17 block
O=c1cc(CCC2CN(Cc3ncccc3F)CCO2)nc[nH]1 (stereo not drawn)
  0, -2, -3, -2, 3, 0, -7, -3
CCc1nc(-c2cc(C(=O)N3CCOCC3)c3ccccn23)cs1
  -34, -223, -34, i, -217, -6, -236, -168

Assay outcomes: PubChem BioAssay, Dana-Farber Cancer Institute and Novartis Institutes for BioMedical Research (Cambridge, Mass)
